Compound activity from PubChem.
hIAP activ: human IAP activation | AID 2524 | activation factor at 10 µM | purified human IAP, CDP-Star luminescence, 30 min; stronger effect = higher value; 1 = vehicle-only enzyme, 0 = enzyme-free background | 0.16% of 330,000 active | P09923;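 active means activation factor of the enzyme at least 2-fold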; further: the source names both 10 and 20 µM as test concentration; values of inactives mirror those of a sister screen read the other way
Target sequence (P09923 whole entry, looked up): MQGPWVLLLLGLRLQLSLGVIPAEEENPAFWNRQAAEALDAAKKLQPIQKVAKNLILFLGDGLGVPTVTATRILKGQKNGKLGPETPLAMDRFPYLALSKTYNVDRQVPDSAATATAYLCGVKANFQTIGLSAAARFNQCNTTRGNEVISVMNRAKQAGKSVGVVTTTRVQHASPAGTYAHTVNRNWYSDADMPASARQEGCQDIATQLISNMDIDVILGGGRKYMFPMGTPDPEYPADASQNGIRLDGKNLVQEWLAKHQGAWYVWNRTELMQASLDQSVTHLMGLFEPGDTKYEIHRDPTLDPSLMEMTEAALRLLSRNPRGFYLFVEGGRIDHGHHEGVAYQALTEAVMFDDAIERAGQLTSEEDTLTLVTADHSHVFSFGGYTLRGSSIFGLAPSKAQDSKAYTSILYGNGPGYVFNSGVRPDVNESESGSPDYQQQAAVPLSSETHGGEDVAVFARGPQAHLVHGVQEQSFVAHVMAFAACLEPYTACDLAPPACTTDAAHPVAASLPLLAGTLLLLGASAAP
MPTP inh: inhibitors of mitochondrial permeability transition pore. inhibition, % at 10 µM. AID 602449. isolated mouse mitochondria, Ca2+ swelling absorbance, 30 min. 1.4% of 360,000 active;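 active means inhibition of 50% or more, scaled per plate between neutral and stimulator controls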;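 further: 0% = DMSO wells given calcium and 100% = 1 mM EGTA wells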
hIAP block: blocks human intestinal alkaline phosphatase; purified IAP, CDP-Star luminescence, 30 min; inhibition, % at 10 µM; 0.12% of 330,000 active; AID 2544;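 active means inhibition reaching a set limit with compound at 10 µM in the primary screen, cut at about 35% in these data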;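 further: plate controls were DMSO wells with enzyme for no effect and no-enzyme buffer wells for full effect; values of inactives mirror those of a sister screen read the other way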
APOBEC3A inh: human APOBEC3A DNA deaminase inhibition; P31941; recombinant A3A, FAM/TAMRA ssDNA deamination fluorescence; inhibition, % at 20 µM; 0.41% of 330,000 active; AID 493011;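 active means at least 40% inhibition at 20 µM here, with at most 30% in a related deaminase screen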;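 further: plate controls were A3A with DMSO for no effect and wells lacking A3A enzyme for full effect; some results filed as inactive read as strong as hits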
mIAP act: mouse IAP activation. AID 2805. muIAP, CDP-Star luminescence, 30 min; stronger effect = higher value; 1 = vehicle-only enzyme signal, 0 = enzyme-free wells. 0.24% of 330,000 active. activation factor at 10 µM;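 active means activation factor of at least 2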; further: the source names both 10 and 20 µM as test concentration; values of inactives mirror those of a sister screen read the other way
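System: mouse IAP enzyme. Reagent: CDP-Star chemiluminescent phosphatase substrate. Benchmarks: DMSO wells, no-enzyme wells. Times: 30 min enzyme-substrate-compound incubation at room temperature. Detection: luminescence from enzymatic CDP-Star hydrolysis. Doses: test compounds delivered from DMSO solution.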
GRIN3A LBD mod: modulators (binders) of human NR3A ligand-binding domain | NR3A LBD differential scanning fluorimetry, Tm shift; 0% = protein alone, 100% = glycine-bound protein | Tm shift relative to glycine control, % at 25 µM | 2.5% of 340,000 active;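 active means melting temperature shift of at least 10% of the positive control shift, at one fixed dose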
mIAP inh: blocks mouse intestinal alkaline phosphatase | purified mouse IAP, CDP-Star luminescence, 30 min | inhibition, % at 10 µM | 0.2% of 330,000 active | AID 2806;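 active means inhibition of at least 40% at 10 µM in the primary screen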;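 further: plate controls were DMSO with enzyme for no effect and no enzyme wells for full effect; values of inactives mirror those of a sister screen read the other way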
APOBEC3G inh: inhibitors of human APOBEC3G DNA deaminase; Q9HC16; recombinant A3G, ssDNA deamination FAM/TAMRA fluorescence; inhibition, % at 20 µM; 0.28% of 330,000 active; AID 493012;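 active means inhibition of at least 40% at 20 µM, with no more than 30% in the related APOBEC3A deaminase screen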;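 further: plate controls were DMSO wells with A3G for no effect and wells lacking A3G enzyme for full effect; some compounds called inactive have numbers as strong as hits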
Target sequence (Q9HC16 whole entry, looked up): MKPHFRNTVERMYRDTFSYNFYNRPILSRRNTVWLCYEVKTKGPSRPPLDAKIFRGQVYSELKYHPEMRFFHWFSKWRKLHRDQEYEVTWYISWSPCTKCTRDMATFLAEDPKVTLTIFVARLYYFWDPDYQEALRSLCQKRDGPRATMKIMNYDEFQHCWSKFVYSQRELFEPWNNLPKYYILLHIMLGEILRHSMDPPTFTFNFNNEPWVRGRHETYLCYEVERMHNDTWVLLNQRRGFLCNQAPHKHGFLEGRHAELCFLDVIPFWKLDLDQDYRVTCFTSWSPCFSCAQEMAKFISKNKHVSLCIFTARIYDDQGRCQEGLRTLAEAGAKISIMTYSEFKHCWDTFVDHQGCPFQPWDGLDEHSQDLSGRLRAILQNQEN
MIN6 prolif: induces beta-cell replication in MIN6 cells | MIN6 cells proliferation, ATPlite luminescence, 48 h; cells starved in 0.2% serum; 100% = growth in 10% serum | proliferation, % at 10 µM | 0.29% of 330,000 active | AID 2380;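 active means compounds whose signal lies at least 3.5 SD above the mean of all wells on their plate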;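 further: 0% = DMSO-treated cells in low-serum medium and 100% = 10% serum control; some compounds called inactive have numbers as strong as hits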
* marks the source's active call; other numbers are inactive results; . = not tested or not shown.

Below each SMILES – hIAP activ	MPTP inh	hIAP block	APOBEC3A inh	mIAP act	GRIN3A LBD mod	mIAP inh	APOBEC3G inh	MIN6 prolif
O=C(CN1CCN(Cc2ccc(Cl)cc2)C1=O)NCCCN1CCN(c2ccc(F)cc2)CC1
  0.95	69*	5	1	0.96	0	4	-3	-4
Nc1ccccc1SCC(=O)Nc1ccc2c(c1)OCO2
  0.94	-0.2	6	-4	1	2	-4	-8	0
CCOc1cc(CNCCN(C)C)c(Cl)cc1OCC(=O)NCCc1ccccc1
  1.2	-5.4	-17	-2	1	-1	-1	-5	-4
O=C(c1cccnc1)N1CCN(Cc2ccc3ccccc3c2)CC1
  1	0.2	-2	-2	0.98	1	2	-8	0
O=C(COC(=O)c1ccc(C(F)(F)F)cc1)NC(=O)NC1CCCC1
  1	1.0	-3	-2	1	-2	-3	-5	1
Cc1ccc(-n2c(=O)[nH]cc(C(=O)Nc3ccc4c(c3)OCCO4)c2=O)cc1C
  1.2	-1.2	-22	-5	1.1	-9	-8	-3	-1
CCOCCc1nnc(NC(=O)C(C)Oc2ccccc2)s1 (stereo unspecified)
  0.86	0.1	14	1	1	0	-4	-7	-1
Fc1ccc(N/N=C2/CC(c3ccccc3)Oc3ccccc32)c(F)c1 (stereo unspecified)
  0.99	2.5	1	2	0.99	-4	1	-3	0
O=C(Nc1cc(Cl)ccc1Cl)C1CCCO1 (stereo unspecified)
  1.1	-1.0	-6	-6	0.97	0	3	-6	1
CC1COC(=O)C(NNc2ccc(Cl)c(Cl)c2)=N1 (stereo unspecified)
  0.83	3.1	17	-6	1	-2	-2	-17	-4
O=C(CN(C(=O)CCC(=O)Nc1nccs1)c1ccccc1F)NCC1CCCO1 (stereo unspecified)
  0.91	-1.4	9	0	1.1	7	-5	-2	-2
Cc1cccc(NC(=O)NNS(=O)(=O)c2ccc(F)cc2)c1
  0.87	0.2	13	2	1	-1	-3	3	0
O=C(Nc1ccnn1C1CCN(Cc2ccc(Cl)cc2)CC1)C1CCCC1
  1.5	-1.0	-46	-3	1.2	1	-22	-4	4
Cc1ccc(P(=Nc2ccccc2)(N2CCOCC2)N2CCOCC2)o1
  0.95	0.2	5	-4	1	-7	-1	-4	-3
CC(C)c1cccc(C(C)C)c1NC(=O)COC(=O)[C@H](C)NC(N)=O
  1	-1.6	0	1	1	3	-1	-3	0
CC1CCN(c2ccc(C(=O)NCc3cccs3)cn2)CC1
  1.1	0.9	-6	-1	1	0	-1	-4	-2
Cc1ccc(OCc2ccc(C(=O)Nc3ccc(S(N)(=O)=O)cc3)o2)cc1
  0.97	0.4	3	-6	1	1	0	-8	-1
COC(=O)c1oc2ccc(Br)cc2c1-n1cccc1
  1	2.9	-2	1	1.1	1	-12	4	4
CC(Cc1ccccc1)C(=O)Nc1ccc(Br)cc1 (stereo unspecified)
  0.89	24	11	-2	1.2	-6	-19	3	-3
CC(C)NC(=O)[C@H]1N2C(=O)c3ccccc3C2SC1(C)C (stereo partly specified)
  0.87	-0.7	13	-4	1	0	-2	-7	-1
CC(C)(C)N1C(=O)c2ccc(C(=O)Nc3cc(C(=O)O)cc(C(=O)O)c3)cc2C1=O
  0.9	-0.4	10	-3	0.97	2	3	-5	-1
Cc1cccc(N/N=C/c2ccncc2)c1
  0.84	-0.5	16	-3	0.93	-3	7	-6	-2
Cn1c(SCC(=O)N2CCCCC2)nc2c([nH]c3ccccc32)c1=O
  1.2	-0.7	-17	2	0.96	0	4	-2	-4
COc1ccc(CNC(=O)COC(=O)/C=C/c2cccc(Cl)c2)cc1
  1	-0.4	-5	-1	0.94	1	6	-6	-4
CCN(CC(=O)Nc1cc(Cl)ccc1C)C(=O)CC1CCCC1
  0.92	1.1	8	-4	1	-1	-3	-6	-2
COc1ccccc1CNC(=O)COC(=O)c1ccccc1-c1ccccc1
  1.1	0.7	-12	-4	0.96	-3	4	-2	-3
CCOc1ccc(-c2nc(-c3ccccc3)no2)cc1OCC
  1	2.1	-3	2	0.93	-3	7	-7	7
O=S(=O)(/N=C(/Nc1cccnc1)c1ccccc1)c1ccc(F)cc1F
  1.1	-2.0	-5	-3	0.76	1	24	-7	-1
NC(=O)Nc1cccc2ccccc12
  0.93	4.7	7	2	1.1	-1	-6	-3	0
Cc1cc(C)n2cc(CSc3nc4cc(Cl)ccc4o3)nc2n1
  1.1	4.5	-10	5	1.1	-1	-7	-1	-2
COc1cc(C(=S)N2CCOCC2)ccc1OS(=O)(=O)c1ccc(C)cc1
  0.84	0.8	16	-8	0.94	-2	6	-4	1
Cc1ccc(S(=O)(=O)N2CCN(C(=O)CC(C)C)CC2)cc1
  1.1	-3.4	-6	5	1.1	-2	-6	-6	0
CCOC(=O)c1cccc(NC(=O)c2c(N)n(C)c(=O)[nH]c2=O)c1
  1.1	.	-9	5	0.89	0	11	0	-1
CC(C)(C)/C(O)=C(/C#N)c1nc2ccccc2[nH]1
  1.1	-1.2	-10	-3	0.84	-1	16	-5	1
Cc1ccc(S(=O)(=O)NCC(=O)OC2CCOC2=O)cc1 (stereo unspecified)
  1	-0.5	-1	1	1.1	0	-12	2	0
CCNC(=O)c1ccc(NC(=O)CC2SC(N3CCCC3)=NC2=O)cc1 (stereo unspecified)
  0.92	-0.2	8	0	0.92	0	8	10	-6
COc1ccc(-n2nc(C(=O)NCC(=O)NCC3COc4ccccc4O3)c3ccccc3c2=O)c(OC)c1 (stereo unspecified)
  1	0.0	-3	-8	1.1	-2	-12	-6	-4
Brc1ccc(-c2csc3ncnc(-n4nnc5ccccc54)c23)cc1
  0.91	3.2	9	-3	0.97	0	3	-10	0
Cc1ccccc1S(=O)(=O)Cc1ccc(C(=O)NCCCN2CCC(C)CC2)o1
  1.1	-0.1	-15	-3	0.97	2	3	-1	1
O=C(NCCCNC(=O)c1c(Cl)cccc1Cl)c1c(Cl)cccc1Cl
  1.2	1.0	-15	-5	1.2	1	-19	-7	1
O=C(COc1ccc(C(=O)NCCN2CCOCC2)cc1)Nc1cccc(C(F)(F)F)c1
  0.96	-1.7	4	-2	1	2	-1	-12	-3
COc1cc(C(=O)N(Cc2ccccc2)c2cccc(C)c2)ccc1OC(F)F
  1.3	-0.3	-31	-2	0.95	14*	5	-8	-6
CC(C)N(Cc1ccccc1)C(=O)COC(=O)c1ccc2c(c1)OCCO2
  1	0.0	-4	0	0.88	3	12	-1	-1
CCOC(=O)C(Cc1ccc(NC(=O)/C(=C\c2ccccc2)NC(=O)c2ccccc2)cc1)N1C(=O)c2ccccc2C1=O (stereo unspecified)
  1.2	2.4	-18	-6	0.96	2	4	-6	0
CC1CN(c2oc(COc3ccc(Cl)cc3Cl)nc2C#N)CC(C)O1 (stereo unspecified)
  1	-5.9	-3	8	1	3	-3	7	-4

Some entries already given, showing only mIAP act, MIN6 prolif and APOBEC3G inh.
Molecule,mIAP act,MIN6 prolif,APOBEC3G inh
O=C(CN(C(=O)CCC(=O)Nc1nccs1)c1ccccc1F)NCC1CCCO1 (stereo unspecified),1.1,-2,-2
CCOCCc1nnc(NC(=O)C(C)Oc2ccccc2)s1 (stereo unspecified),1,-1,-7

Later entries
Below each SMILES – hIAP activ	MPTP inh	hIAP block	APOBEC3A inh	mIAP act	GRIN3A LBD mod	mIAP inh	APOBEC3G inh	MIN6 prolif
O=C(NC(=S)NC1CCC(O)CC1)c1ccco1 (stereo unspecified)
  1	-1.1	0	-6	0.93	0	7	-9	1
CCCC(c1nnnn1CCOC)N1CCN(c2nc3ccccc3s2)CC1 (stereo unspecified)
  1	-0.6	-5	-1	1	1	-4	-7	-4
CC(C)CNC(=O)NC(=O)COC(=O)c1cc(F)cc(F)c1
  0.93	-0.7	7	2	0.92	-1	8	-11	0
COC(=O)c1nn(Cc2ccccc2)c(=O)c2ccccc12
  1.1	0.7	-8	5	0.92	-5	8	-4	1
CC(=O)Nc1ccc(C(=O)OCC(=O)N2CCN(C(=O)c3ccco3)CC2)cc1
  1.1	-0.5	-10	2	0.99	0	1	1	2
O=c1oc2ccccc2c(Nc2cccc3ccccc23)c1[N+](=O)[O-]
  0.84	67*	16	0	1	1	-2	-3	0
CCOC(=O)c1cnn(-c2ccc([N+](=O)[O-])cc2)c1N
  0.81	1.8	19	2	0.93	0	7	-2	0
C=CCNC(=O)c1ccc2c(=O)n(Cc3ccccc3OC)c(=S)[nH]c2c1
  1	-0.8	-3	-4	0.99	-26	1	-9	-4
CCCOc1ccc(/C=N/Nc2cccc([N+](=O)[O-])c2)c(O)c1
  0.88	26	12	1	1.1	33*	-6	-2	-5
CCCNC(=O)CCCN1C(=O)c2ccccc2Sc2ncccc21
  1	-0.8	-2	-5	1.1	0	-8	-9	-3
Cc1cnc(C(=O)OCC(=O)Nc2cc(S(=O)(=O)N3CCCCC3)ccc2Cl)cn1
  0.98	1.6	2	4	1	-1	-3	0	3
CCC(C(=O)NC1CCCC1)N(C(=O)Cn1nnc(-c2ccc(C)o2)n1)c1ccc(F)cc1 (stereo unspecified)
  0.92	-0.3	8	1	1.1	0	-10	-5	-1
O=C(O)c1cc([N+](=O)[O-])c(NCCC2=CCCCC2)c([N+](=O)[O-])c1
  0.91	0.3	9	-2	1	0	0	-4	-1
CCOC(=O)c1sc(NC(=O)c2cccc(S(=O)(=O)N3CCN(C)CC3)c2)cc1C
  1	0.7	-4	25	0.97	-8	3	7	0
O=C(Nc1ccccc1-c1ccccc1NC(=O)c1ccco1)c1ccco1
  1	-5.4	-2	-5	0.95	0	5	-10	0
CC(=O)N1c2ccc(S(=O)(=O)NCC3CCC(C(=O)NC4CCC(C)CC4)CC3)cc2CC1C (stereo unspecified)
  1.1	0.5	-7	6	1	-3	-1	2	2
Cc1ccc(-c2csc3ncn(CC(=O)NCC(c4ccco4)N4CCCC4)c(=O)c23)cc1 (stereo unspecified)
  0.81	-3.3	19	-5	0.88	0	12	-5	-3
CN(CCc1ccccn1)C(=O)c1cc(COc2ccc(F)cc2F)on1
  0.98	-0.8	2	1	1.1	2	-12	9	-4
Cc1ccc(-c2[nH]ncc2/C=N/n2c(C)nc3ccccc3c2=O)cc1
  1.3	0.0	-25	1	0.94	-2	6	-7	-3
Oc1ccc2ccccc2c1C=Nc1cc(C(F)(F)F)ccc1N1CCCC1
  1	1.6	-4	-2	0.88	1	12	11	-7
Nn1c(C2COc3ccccc3O2)n[nH]c1=S (stereo unspecified)
  0.98	-1.9	2	-5	0.89	0	11	60*	0
N#Cc1ccc(NC(=O)Nc2ccc(Oc3ccc(NC(=O)Nc4ccc(C#N)cc4)cc3)cc2)cc1
  1.1	16	-12	1	2.4*	32*	-144	10	-2
CCOc1ccc(NC(=O)c2ccc(NS(=O)(=O)c3cccs3)cc2)cc1
  0.93	-1.3	7	2	1	24*	-2	-11	-2
Cc1ccc(NC(=O)C(C)SCc2nc3sc(C)c(C)c3c(=O)[nH]2)nc1 (stereo unspecified)
  0.94	-1.3	6	3	0.93	-2	7	-1	2
Cc1nc2c(Br)cc(Br)cc2cc1O
  1.2	99*	-18	2	0.9	24*	10	-3	0
Cc1n[nH]c(=O)nc1N1CCN(c2ccccc2)CC1
  0.66	2.2	34	-3	1	0	-4	-4	3
